Assay outcomes (PubChem)
rTrxR1 inhibitor = qHTS Assay for Inhibitors of Mammalian Selenoprotein Thioredoxin Reductase 1 (TrxR1): qHTS; Thioredoxin reductase 1, cytoplasmic (Rattus norvegicus), O89049; 390,000 compounds, 1% hits; recombinant rTrxR1, NADPH fluorescence consumption, selenite substrate; AID 588453, 2011; Potency, µM (titrated, usually from 114 µM), inactives show at the top dose activity change, negative = inhibition, hits mostly inhibitors; also: potency is read from the fitted curve at half-maximal effect; % is scaled to controls: 0 for no effect and ±100 for the full control effect; nearly all actives have a fitted effect of over 65% in size
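Rat TrxR1 (90 nM in the dispensed reagent) was pre-reduced with 400 uM NADPH for 5 min at room temperature, then incubated with compound for 15 min. After 400 uM selenite was added, NADPH fluorescence (Ex 340/Em 450 nm) was followed for 8 min.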
USP1 inh = Inhibitors of USP1/UAF1: Primary Screen; recombinant USP1/UAF1, Ub-Rhodamine cleavage fluorescence; 390,000 compounds, 0.23% hits; Ubiquitin carboxyl-terminal hydrolase 1 (Homo sapiens), O94782; Potency, µM (top dose mostly 57.1 µM), inactives show at the highest dose activity change, negative = inhibition, most hits filed as inhibitors; also: potency is read from the fitted curve at half-maximal effect; % is scaled to controls: 0 for no effect and ±100 for the full control effect; nearly all actives have a fitted effect of over 60% in size; inactives centre near -12
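1 nM enzyme complex + cpd, 15 min RT; start with Ub-Rho 150nM final; kinetic fluorescence ex 480/em 540, 6 reads q60 s. Buffer 50mM HEPES pH 7.8, 0.5mM EDTA, 0.1 mg/ml BSA, 1mM TCEP, 0.01% Tween-20.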
TrxR1 substrate = qHTS Assay for Substrates of Mammalian Selenoprotein Thioredoxin Reductase 1 (TrxR1): qHTS | purified TrxR1 substrate turnover, NADPH consumption readout | Potency, µM (top dose mostly 114 µM), for inactives: at the highest dose activity change, negative = substrate turnover | 390,000 compounds, 0.01% hits; also: potency is read from the fitted curve at half-maximal effect; % is scaled to controls: 0 for no effect and ±100 for the full control effect; nearly all actives have a fitted effect of over 50% in size
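Rat TrxR1, dispensed at 90 nM, was prereduced with 400 uM NADPH (final) for 5 min at ~22 deg C, then incubated with compound 15 min before 400 uM selenite. A first-read NADPH fluorescence drop versus no-compound background flagged substrates.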
Tb PGK inh = qHTS Assay to Find Inhibitors of Phosphoglycerate Kinase | PGK/GAPDH coupled, Kinase-Glo luminescence, 60 min | 380,000 compounds, 0.043% hits | AID 602233, 2012 | Potency, µM (titrated, usually from 57.5 µM), for the others: top-dose activity change, negative = inhibition, usual class: inhibitors; also: potency is read from the fitted curve at half-maximal effect; % is scaled to controls: 0 for no effect and ±100 for the full control effect; nearly all actives have a fitted effect of over 60% in size
Target sequence (P07378 whole entry, looked up): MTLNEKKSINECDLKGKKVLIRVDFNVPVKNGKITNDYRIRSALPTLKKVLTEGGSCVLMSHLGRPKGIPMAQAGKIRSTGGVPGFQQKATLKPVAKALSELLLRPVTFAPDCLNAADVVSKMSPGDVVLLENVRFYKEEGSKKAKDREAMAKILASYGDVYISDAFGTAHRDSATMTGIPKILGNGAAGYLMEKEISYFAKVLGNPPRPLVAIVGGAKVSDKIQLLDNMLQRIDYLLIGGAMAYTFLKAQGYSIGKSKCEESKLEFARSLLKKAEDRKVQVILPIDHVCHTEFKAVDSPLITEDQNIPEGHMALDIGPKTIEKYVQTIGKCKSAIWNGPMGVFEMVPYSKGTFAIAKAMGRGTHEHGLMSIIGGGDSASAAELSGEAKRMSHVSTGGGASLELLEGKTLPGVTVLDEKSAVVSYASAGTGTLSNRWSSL
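Luminescent ATP detection (Kinase-Glo Plus) follows a 60-minute room-temperature incubation, with wells lacking PGK as controls. Buffer: 100 mM TEA (pH 7.6), 5 mM MgCl2, 0.01% Tween-20. Coupling enzyme GAPDH (100 nM final) supplies unstable 1,3-BPG in-well.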
PI4K2A inh = qHTS for small molecular inhibitors of PI4K2A; activity change, negative = inhibition, % at 76.9 µM; purified PI4K2A, ADP-Glo luminescence, 1 h; stronger effect = lower value; Phosphatidylinositol 4-kinase type 2-alpha (Homo sapiens), Q9BTU6; 420,000 compounds, 0.13% hits; in the data active = activity change below about -50%; inconclusive = mostly about -30% to -49%;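 also: -100% = wells without enzyme as full effect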
Target sequence (Q9BTU6 whole entry, looked up): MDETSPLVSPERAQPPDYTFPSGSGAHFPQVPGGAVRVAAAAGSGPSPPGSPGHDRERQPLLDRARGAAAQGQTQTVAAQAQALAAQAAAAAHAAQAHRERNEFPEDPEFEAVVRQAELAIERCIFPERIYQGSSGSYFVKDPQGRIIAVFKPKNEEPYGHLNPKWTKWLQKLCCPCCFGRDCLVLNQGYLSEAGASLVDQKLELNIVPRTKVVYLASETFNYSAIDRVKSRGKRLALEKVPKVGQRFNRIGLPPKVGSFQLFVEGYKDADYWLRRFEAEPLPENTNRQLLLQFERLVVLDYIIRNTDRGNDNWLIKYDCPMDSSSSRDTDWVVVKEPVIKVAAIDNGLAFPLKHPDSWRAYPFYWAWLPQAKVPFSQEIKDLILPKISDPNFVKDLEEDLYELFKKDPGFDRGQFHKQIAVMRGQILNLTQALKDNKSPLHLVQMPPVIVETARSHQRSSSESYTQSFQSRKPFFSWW
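ADP-Glo luminescence measured ADP generated by PI4K2A enzyme (4 ug/mL before mixing) with 1.2 mM PI substrate (pre-mix) and 300 microM ATP (pre-mix). Tris pH7.5 buffer with MgCl2, Triton X-100; 1 h reaction at ambient temperature.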
IDH1 R132H inh = qHTS for Inhibitors of mutant isocitrate dehydrogenase 1 (IDH1): qHTS; Isocitrate dehydrogenase [NADP] cytoplasmic (Homo sapiens), O75874; IDH1-R132H enzyme, NADPH consumption, diaphorase/resazurin fluorescence; Potency, µM (highest dose often 76.6 µM), inactives show at the highest dose activity change, negative = inhibition, hits mostly inhibitors; 390,000 compounds, 0.093% hits; AID 602179, 2012; also: potency is read from the fitted curve at half-maximal effect; % is scaled to controls: 0 for no effect and ±100 for the full control effect; nearly all actives have a fitted effect of over 65% in size
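IDH1-R132H (0.5 ug/mL dispensed) in pH 7.5 Tris buffer was preincubated 30 min with compound, then given a substrate mix of 0.016 mM NADPH and 2 mM alpha-KG for 80 min at room temperature; remaining NADPH was read by diaphorase/resazurin fluorescence.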
HP1b binding inh = HTS for Inhibitors of HP1-beta Chromodomain Interactions with Methylated Histone Tails. Potency, µM (series often up to 114 µM), inactives show at the highest dose activity change, negative = inhibition, actives largely listed as inhibitors. AlphaScreen HP1-beta / biotin-H3K9me3 peptide binding. AID 540317, 2011. 390,000 compounds, 0.56% hits; also: potency is read from the fitted curve at half-maximal effect; nearly all actives have a fitted effect of over 70% in size; inactives centre near 23
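HP1-beta protein (50 nM final) preincubated 30 min at room temperature with biotinylated H3(1-18)K9me3 peptide (50 nM) in PBS pH 7.4, 0.01% Tween-20, then compound added for 30 min. AlphaScreen streptavidin donor/nickel chelate acceptor beads (10 ug/mL final), 30 min dark, luminescence read.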
GLS inhibitor = qHTS for Inhibitors of Glutaminase (GLS) | Glutaminase kidney isoform, mitochondrial (Homo sapiens), O94925 | GLS enzymatic activity, qHTS titration | Potency, µM (series often up to 45.5 µM), without a hit: top-dose activity change, negative = inhibition, hits mostly inhibitors | 410,000 compounds, 0.21% hits | AID 624170, 2012; also: potency is read from the fitted curve at half-maximal effect; % is scaled to controls: 0 for no effect and ±100 for the full control effect
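hKGA in 45 mM KH2PO4 pH 8.2, 0.02% Tween-20 with pin-transferred compounds; 1 mM L-glutamine (stock) plus glutamate oxidase/HRP/Amplex Red coupling added. Fluorescence read initially and after 30 min at RT.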
Pin1 inhibitor = qHTS Assay to Find Inhibitors of Pin1 | Peptidyl-prolyl cis-trans isomerase NIMA-interacting 1 (Homo sapiens), Q13526 | Pin1 FP peptide displacement, HiFluor488, 10 min | Potency, µM (doses to about 115 µM), for inactives: top-dose activity, negative = inhibition, most hits filed as inhibitors | 390,000 compounds, 0.009% hits | AID 504891, 2011; active = well fitted inhibition curve with a large enough effect in the polarisation, with a control signal flat, not every such curve was filed as active; inconclusive = small, poorly fitted or top-dose-only effect, or effect the other way, or a change in a side signal; inactive = no such curve, though single readings can be large or run the other way; the % refers to the polarisation; also: potency is read from the fitted curve at half-maximal effect; % is scaled to controls: 0 for no effect and ±100 for the full control effect
Target sequence (Q13526 whole entry, looked up): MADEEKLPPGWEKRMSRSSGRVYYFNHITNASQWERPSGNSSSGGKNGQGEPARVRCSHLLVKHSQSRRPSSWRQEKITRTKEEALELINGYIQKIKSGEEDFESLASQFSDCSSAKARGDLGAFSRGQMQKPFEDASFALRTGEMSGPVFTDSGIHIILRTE
Numbers without * were called inactive; i = inactive; u = inconclusive; x = not tested or not shown; & = joins results of further samples; [ ] = remark or other dose. Unless noted, calls follow the shape of the dose curve; as a rule, active = well fitted curve in the direction sought with a large enough effect; inconclusive = small, poorly fitted or top-dose-only effect, or another doubt; inactive = no such curve, though single readings can be large; an effect the other way counts as inactive or inconclusive.

mol	HP1b binding inh	Tb PGK inh	rTrxR1 inhibitor	GLS inhibitor	TrxR1 substrate	IDH1 R132H inh	Pin1 inhibitor	PI4K2A inh	USP1 inh
COc1ccc(Cl)cc1C(=O)Nc1cccc2ncccc12	28%	5%	13%	-1%	-2%	3%	2%	-1	-1%
Cc1cccc(N2C(=O)Cc3ccccc3C2=O)c1	-16%	-5%	-9%[57.1 µM]	13%	3%[57.1 µM]	4%	-5%	-8	u
Cc1cc(C)n2c(SCc3cccs3)nnc2n1	57%[activator]	-8%	-10%	-10%	-3%	1%	-4%	-5	-10%
CCCn1c(CC)nc([N+](=O)[O-])c1Sc1ccc(F)cc1	14%	0%	u	-17%	-10%	3%	7%	6	-13%
O=C(C1COc2ccccc2O1)N1CCN(Cc2ccccc2)CC1 (centres undefined)	36%	-2%	2%	0%	0%	3%	0%	0	-17%
COc1ccc(-n2c(SCc3ccccc3F)nc3c([nH]c4ccccc43)c2=O)cc1	9%[57 µM]	-5%	35%[57.1 µM]	0%	2%[57.1 µM]	0%	-2%	-7	-14%
Cc1ccc(-c2noc(CNC(=O)c3ccc(C)c(Cl)c3)n2)cc1	62%[activator]	-2%	17%	-2%	-2%	15%	u	0	-9%
C[C@@H](C(=O)Nc1nc2ccc(F)cc2s1)N1C(=O)C2CC=CCC2C1=O (some centres undefined)	14%	-3%	2%[57.1 µM]	3%	1%[57.1 µM]	-1%	0%	2	-20%
NS(=O)(=O)c1cc2c(cc1Cl)NC(CC1CCCC1)NS2(=O)=O (centres undefined)	30%	-10%	13%[2.29 µM]	-2%	2%[57.1 µM]	-3%	x	-3&-4	u
O=C(COC(=O)c1ccccc1OC(F)F)Nc1ccc2[nH]c(=O)[nH]c2c1	11%	-5%	-15%	-9%	-4%	8%	11%	-3	-7%
CN(C(=O)CN1CCN(c2ccc([N+](=O)[O-])cn2)CC1)c1ccccc1	28%	-3%	38%[activator][57.1 µM]	-12%	13%	25%	16%	-13	-17%
CCN(CC(=O)Nc1ccc(OC)c(OC)c1)CC(=O)Nc1ccccc1C(F)(F)F	64%[activator]	-11%	-12%	-2%	-6%	0%	-1%	-1	-11%
COc1ccc(CN2C(=O)CCC2(C)C(=O)NC2CCCCC2)c(OC)c1 (centres undefined)	27%	-1%	5%	3%	1%	-3%	-3%	-4	-3%
O=C(NCCN1CCN(c2ccc([N+](=O)[O-])cc2)CC1)NCc1ccccc1	4%	1%	1%	2%	-10%	7%	-3%	0	7%
COc1ccc(Br)cc1CN1CCN(C(=O)c2cccc(F)c2)CC1	u	-2%	-13%	20%	-14%	-1%	-21%	3	-6%
S=C(NCc1ccco1)NC1CCCc2ccccc21 (centres undefined)	-19%	-3%	19%[57.1 µM]	0%	-7%	-6%	-4%	2	-2%
CCCCNC(=O)c1ccc(NC(=O)CC2SC(N3CCCC3)=NC2=O)cc1 (centres undefined)	27%	-5%	26%	-1%	2%	0%	-5%	-2	-14%
COc1ccccc1S(=O)(=O)Cc1ccc(C(=O)NCC2CCCO2)o1 (centres undefined)	16%	4%	-17%	-3%	-2%	0%	-2%	-2	-1%
COc1cc(NC(=O)c2c(F)c(F)c(OC)c(F)c2F)ccc1NC(=O)c1cccs1	12%	-2%	7%	4%	-3%	-3%	-2%	-1	-2%
C[C@@H]1COC(=O)[C@H](Cc2ccc(F)cc2)CC/C=C\C[C@@H](CC(=O)NCCO)C(=O)N1	58%[activator]	1%	3%	-2%	-2%	-3%	-1%	-3	-9%
CCOc1ccc(/C(O)=C2\C(=O)C(=O)N(CCN(C)C)C2c2cccc(OC)c2OC)cc1Cl (centres undefined)	27%	-7%	u	13%	0%	9%	-4%	4	-21%
CCOc1ccc(C(=O)NCCC2=CCCCC2)cc1OCC	16%	i	2%	-11%	-7%	11%	-10%	-4	u
C=C(C)/C=N/NC(=S)Nc1ccc(S(=O)(=O)N2CCOCC2)cc1	21%	1%	u	3%	0%	-4%	4%	0	-4%
Cc1cccc(OCC(=O)NCC(c2ccco2)N2CCCC2)c1 (centres undefined)	26%	-9%	-6%	0%	2%	2%	-7%	2	-25%
CCOc1ccccc1OCC(=O)Nc1ccc(N2CCOCC2)cc1N1CCOCC1	-8%	0%	-13%	23%	-13%	4%	-5%	-3	-7%
CCC(C)NC(=S)Nc1ccc(F)cc1 (centres undefined)	41%[activator]	-8%	-13%	1%	-3%	2%	1%	14	-22%
CNCC(O)CN(c1ccccc1)c1ccccc1 (centres undefined)	-9%	-7%	17%[57.1 µM]	18%	7%	2%	6%	-3	-2%
Cc1ccc(NC(=O)c2ccc(CSc3ccccn3)cc2)cc1	31%	2%	-7%	7%	-5%	-3%	-1%	6	6%
O=C(CCCn1c(=S)[nH]c2cc3c(cc2c1=O)OCO3)NC1CC1	24%	-6%	-17%	-19%	-9%	8%	-9%	0	-19%
CCOC(=O)c1ccc(NC(=O)CSc2nnc(-c3ccncc3)n2-c2ccccc2)cc1	29%	0%	32%[57.1 µM]	-15%	5%[57.1 µM]	1%	7%	-7	-10%
COC(=O)c1cc(COC(=O)c2ccc(OC)c(S(=O)(=O)N3CCCC3)c2)oc1C	-8%	-4%	-1%	1%	-5%	3%	11%	5	-2%
O=C(CCc1nc2sc3c(c2c(=O)[nH]1)CCCC3)NCCc1ccc(Cl)cc1	x	-1%	x	-3%	x	-4%	x	-6	-2%
CCN(CC)CCCN1C(=O)c2oc3ccccc3c(=O)c2C1c1cccnc1 (centres undefined)	14%	-2%	22%	8%	10%	-5%	2%	-5	3%
O=C(NC(NC(=S)Nc1cccc(Cl)c1)C(Cl)(Cl)Cl)OCc1ccccc1 (centres undefined)	24%	3%[11.5 µM]	-10%	1%	-11%	-2%	-2%	0	-28%
Cc1cc(C)n(CC(=O)N2N=C(C(F)F)CC2(O)C(F)F)n1 (centres undefined)	32%	i	-12%	-10%	-10%	-1%	-2%	3	-15%
CC(NCC(O)COc1ccc(Br)cc1)c1ccccc1 (centres undefined)	21%	i	5%	-2%	-2%	1%	-2%	-6	-20%
CCc1nc(C)ccc1OCC(=O)N1CCc2c([nH]c3ccccc23)C1c1ccccn1 (centres undefined)	10%	-1%	20%	6%	0%	7%	2%	-2	-21%
COCCn1c(=NC(=O)CCS(=O)(=O)c2ccccc2)sc2cc(C)ccc21	35%	-10%	40µM*	-2%	-1%	3%	4%	1	-13%
COC(=O)c1ccc(CN2CCC(CO)(Cc3ccccc3Cl)CC2)cc1	-4%	2%	10%	0%	-1%	-8%	-12%	1	-16%
Cc1ccc(-n2nnnc2SCC(=O)c2cc(C)n(CC3CCCO3)c2C)cc1 (centres undefined)	14%	x	20%	4%	12%[57.1 µM]	3%	0%	-4	-1%

Records listed so far that bear a hit mark in rTrxR1 inhibitor.
mol	HP1b binding inh	Tb PGK inh	rTrxR1 inhibitor	GLS inhibitor	TrxR1 substrate	IDH1 R132H inh	Pin1 inhibitor	PI4K2A inh	USP1 inh
COCCn1c(=NC(=O)CCS(=O)(=O)c2ccccc2)sc2cc(C)ccc21	35%	-10%	40µM*	-2%	-1%	3%	4%	1	-13%

(more compounds)
mol	HP1b binding inh	Tb PGK inh	rTrxR1 inhibitor	GLS inhibitor	TrxR1 substrate	IDH1 R132H inh	Pin1 inhibitor	PI4K2A inh	USP1 inh
Cc1ccc(S(=O)(=O)N2CCCC2C(=O)OCc2ccco2)cc1 (centres undefined)	5%	3%	7.9µM*	-9%	10%	1%	u	-6	-15%
COCCCn1c(SCC(=O)Nc2ccc(F)cc2)nc2c(sc3ccccc32)c1=O	-12%	i	14%[57.1 µM]	-9%	0%[57.1 µM]	-15%	5%	-7	-10%
CCC(=O)Nc1cc(-c2nnc(OC)c3ccccc23)ccc1N1CCOCC1	-9%	-7%	6%	0%	-1%	2%	-4%	7	-14%
C/C(=C/CCC(C)(O)C1CC[C@@]2(C)[C@@H]3CC=C4[C@@H](CC[C@H](O[C@H]5O[C@@H](CO)[C@H](O)[C@@H](O)[C@@H]5O)C4(C)C)[C@]3(C)C(=O)C[C@]12C)CO[C@@H]1O[C@H](CO)[C@@H](O)[C@H](O)[C@H]1O (some centres undefined)	22%	-7%	-13%	0%	8%	0%	-1%	2	u

An excerpt; the hit share may differ from the screen's.
